# Growth percent in the NCI-60 one-dose screen (48 h, 10 µM unless noted): 100 = growth as untreated, 0 = no growth, -100 = all killed.
# DU-145 = DU-145 prostate cancer; 81,000 tested, 4.2% active; AID 1794760
# OVCAR-5 = OVCAR-5 ovarian cancer. 82,000 tested, 2.9% active
# SK-OV-3 = SK-OV-3 ovarian cancer cells; 80,000 tested, 3.2% active
# OVCAR-8 = OVCAR-8 ovarian cancer; 81,000 tested, 4.4% active
# IGROV1 = IGROV1 ovarian cancer; 79,000 tested, 4.7% active; AID 1794786
# NCI/ADR-RES = NCI/ADR-RES ovarian cells; 81,000 tested, 4.4% active; AID 1794790
# OVCAR-4 = OVCAR-4 ovarian cancer cells; 80,000 tested, 3.7% active; AID 1794784
# OVCAR-3 = OVCAR-3 ovarian cancer | 79,000 tested, 7% active | AID 1794787
# Active calls of the source: *; . = not tested or not shown; & = joins results of further samples. How the source made its calls: active means growth percent below 10; inactive means the rest.
SMILES,DU-145,OVCAR-5,SK-OV-3,OVCAR-8,IGROV1,NCI/ADR-RES,OVCAR-4,OVCAR-3
COc1cc(C2CC(c3ccc(Nc4nc(NCCO)nc(Nc5ccc(Cl)cc5)n4)cc3)=Nc3c(N)nc(N)nc3N2)cc(OC)c1OC (stereo not drawn),66,119,125,48,63,103,65,.
COc1ccc(N=Nc2c(N)nn3c(-c4cc5ccccc5oc4=O)ccnc23)cc1,62,68,58,39,29,22,71,74
O=S(=O)(c1ccc(NCn2ccnc2)cc1)c1ccc(NCn2ccnc2)cc1,117,117,112,115,100,108,101,113
O=C(O)c1ccccc1Nc1ccccc1,113,112,101,94,113,112,100,112
CC(C)CCOC(=O)Nc1cccc(Cl)c1,99,100,106,102,105,111,100,104
N#Cc1c2c(nc3n[nH]c(N)c13)CCCC2,121,94,116,111,109,105,101,100
O=C(Nc1cc(Nc2ncccc2-c2ncnc3nc[nH]c23)ccc1F)c1cc(C(F)(F)F)cc(C(F)(F)F)c1,21,-41*,-18*,-9.4*,2.8*,-21*,-48*,-1.2*
O=S(=O)(Nc1cccc2cn[nH]c12)c1ccc(Cl)cc1Cl,42,60,62,39,38,41,79,51
COc1ccc(-c2ccnc3c(N=Nc4ccc(S(N)(=O)=O)cc4)c(N)nn23)cc1,101,102,116,94,102,107,102,99
O=C(c1ccc(I)cc1)N1CCN(C(=O)c2ccc(I)cc2)CC1,105,109,97,100,102,101,115,104
Cc1ccc(-c2nc(N3CCCN(C(=S)Nc4ccccc4)CC3)c3ccccc3n2)cc1,82,103,98,86,81,84,84,92
Cc1ccc(S(=O)(=O)Nc2c(Br)cc(Br)cc2C(=O)O)cc1,116,101,116,99,111,115,110,117
O=S(=O)(O)c1ccc(N=Nc2ccnc3ccccc23)cc1,95,106,98,82,97,81,106,106
COc1ccc(-c2cncnc2N)cc1OC,114,110,-41*,105,111,105,108,115
CC(c1ccccc1)N1C(=O)/C(=C2\SC(=S)N(C(C)c3ccccc3)C2=O)SC1=S (stereo not drawn),108,102,113,100,100,100,97,105
O=C(O)c1cc(S(=O)(=O)O)cc([N+](=O)[O-])c1O,104,118,98,94,104,100,100,103
N#CC(c1ccc([N+](=O)[O-])cc1)C(CC(=O)c1ccccc1)c1ccccc1 (stereo not drawn),97&101,96&97,90&92,87&96,95&83,78&81,78&85,96&90
C#CC(=O)/C=C/CCCCCCC#CC(=O)CCC(=O)C#CCCCCCC/C=C/C(=O)C#C,35,58,92,8.5*,-40*,11,23,7.0*
CCOC(=O)c1c(N2CCOCC2)[nH]c(=O)c(C=Nc2ccccc2OC)c1O,128,100,103,102,35,91,103,117
O=C(CSc1nc(-c2ccccc2)cn1-c1ccc(Cl)cc1)c1ccc(Cl)cc1,105,94,97,92,106,102,103,110
C(=NCCN=Cc1c[nH]c2ccccc12)c1c[nH]c2ccccc12,113,94,94,93,90,96,90,102
CC(C)C(=O)Cc1ccncc1,107,102,108,112,103,102,97,106
Nc1ccc(C(=O)NCC(=O)O)cc1,109&122&112,111,106&93&108,97&94&104,111&107&105,102&108,100&100&104,112&117&118
O=C(CNc1ccc(S(=O)(=O)N2CCCCC2)cc1)N1CCN(c2ccccc2)CC1,95,85,122,88,101,85,79,93
O=C(NNc1ncnc2ccccc12)Nc1ccc(Cl)cc1,111,101,98,101,70,101,107,103
O=C(NO)c1ccc(Cn2c3c(c4cc(F)ccc42)CS(=O)(=O)CC3)cc1,92,88,88,80,85,95,91,90
CC(C)c1cc(C(C)C)c(S(=O)(=O)n2ccc3nc(Cl)nc(Cl)c32)c(C(C)C)c1,112,105,106,102,100,103,105,109
CC(NCCNC(C)c1cccnc1)c1cccnc1 (stereo not drawn),114,101,89,103,107,101,102,117
COc1ccc2cc(C(C)C(=O)Nc3ccc(-c4nnc(C5CCCCC5)s4)cc3)ccc2c1 (stereo not drawn),121,102,109,110,103,112,102,105
OC1CSC1,118,107,102,102,113,110,110,113
O=c1c(CN(CCO)CCO)c(-c2ccccc2)sc2ccccc12,111,107,92,93,107,97,112,99
COc1cccc(/C=C2\Oc3cc(O)ccc3C2=O)c1OC,113,110,.,101,110,105,106,115
CCC(=O)Oc1cccc(OC(=O)CC)c1,101,101,93,104,103,94,.,109
O=[N+]([O-])c1ccccc1N(S(=O)(=O)c1ccccc1)S(=O)(=O)c1ccccc1,100&118,101&105,111&109,96&98,97&99,86&99,115&115,94&107
CSc1oc(-c2ccccc2)nc1S(=O)(=O)c1ccc(Br)cc1,105,107,103,97,99,95,95,100
COc1ccc2nc(-c3ccc(-c4noc(-c5cc(OC)c(OC)c(OC)c5)n4)cc3)[nH]c2c1,57,113,116,34,110,45,-53*,45
S=C(c1ccc2c(c1)OCO2)N1CCN(c2cccc(Cl)c2)CC1,-0.2*,44,21,39,37,-13*,46,-34*
CCc1cc(-c2cc(CC)nc(N)n2)nc(N)n1,114,105,103,103,109,106,108,121
O=C(Nc1ccc(C(=O)Nc2cc(S(=O)(=O)O)cc3cccc(S(=O)(=O)O)c23)cc1)Nc1ccc(C(=O)Nc2cc(S(=O)(=O)O)cc3cccc(S(=O)(=O)O)c23)cc1,121,126,.,100,.,111,117,120
COc1ccc(C2C=C(C(=O)O)Nc3nc(SC)n(C)c(=O)c32)cc1 (stereo not drawn),135,96,112,.,106,98,99,114

# An excerpt from above in order of length of the SMILES, rising:
SMILES,DU-145,OVCAR-5,SK-OV-3,OVCAR-8,IGROV1,NCI/ADR-RES,OVCAR-4,OVCAR-3
COc1cccc(/C=C2\Oc3cc(O)ccc3C2=O)c1OC,113,110,.,101,110,105,106,115
O=c1c(CN(CCO)CCO)c(-c2ccccc2)sc2ccccc12,111,107,92,93,107,97,112,99
S=C(c1ccc2c(c1)OCO2)N1CCN(c2cccc(Cl)c2)CC1,-0.2*,44,21,39,37,-13*,46,-34*
COc1ccc(C2C=C(C(=O)O)Nc3nc(SC)n(C)c(=O)c32)cc1 (stereo not drawn),135,96,112,.,106,98,99,114
O=[N+]([O-])c1ccccc1N(S(=O)(=O)c1ccccc1)S(=O)(=O)c1ccccc1,100&118,101&105,111&109,96&98,97&99,86&99,115&115,94&107

# (list continues)
SMILES,DU-145,OVCAR-5,SK-OV-3,OVCAR-8,IGROV1,NCI/ADR-RES,OVCAR-4,OVCAR-3
C=CC[C@@]12Cc3ccccc3N[C@@H]1N(C)c1ccccc12,116,102,109,104,94,100,87,117
CC(C)C1C(=O)OC1C(=O)N[C@H](C(=O)N[C@H](C(=O)O)C(C)C)C(C)C (stereo partly drawn),107,92,94,114,95,101,88,109
Cc1ccc(C(C(=O)NC2CCCCC2)N(Cc2ccccc2Cl)C(=O)c2ccc(CN3CCOCC3)o2)o1 (stereo not drawn),101,100,112,104,92,88,97,110
C=CCSc1nnnn1-c1c(C)cccc1C,112,93,100,108,98,114,102,110
O=c1c2ccccc2ncn1CCc1ccncc1,105,91,101,102,117,95,103,100
Cc1ccc(/C=C2\SC(N3CCCCC3)=NC2=O)s1,127,119,113,104,116,102,74,124
NNC1=NCCS1,103,102,109,.,111,106,108,96
O=C(c1ccccc1)c1cc(Cl)ccc1O,121,112,116,110,114,103,105,118
Nc1ccc2ncc3c(=O)[nH][nH]c3c2c1,117,109,105,102,107,106,119,109
C/C(=N\NS(=O)(=O)c1ccc(C)cc1)c1ccccc1,107&108,103&103,113&106,94&104,125&105,107&102,98&111,108&100
COC(=O)c1ccccc1C=O,121,106,115,103,111,112,114,116
CCN(CC)CCOC(=O)c1ccc(NC(=O)OCCCCOC(=O)Nc2ccc(C(=O)OCCN(CC)CC)cc2)cc1,104,101,107,108,105,104,98,98
COc1ccc(-n2c(-c3ccccc3)c(-c3ccccc3)c3c(SCC(=O)N/N=C/c4ccccc4[N+](=O)[O-])ncnc32)cc1,96,96,76,77,84,86,93,81
CCC(C)c1ccc(OCC(C)O)cc1 (stereo not drawn),107,98,105,93,107,97,113,108
CCCCC1COc2cccc3c(SCC(=O)N(C)c4ccc(C(F)(F)F)cc4)cc[n+]1c23 (stereo not drawn),109,105,103,110,107,114,110,114
COc1ccc([C@@H]2[C@@H](O)C(=O)N2c2cc(OC)c(OC)c(OC)c2)cc1F,12,32,28,-5.7*,19,-6.7*,63,.
COc1ccccc1C(=O)CSc1nc(Nc2ccc(S(N)(=O)=O)cc2)c2ccccc2n1,97,91,121,90,96,106,87,107
NC(=O)N/N=C\c1c[nH]c2ccccc12,99,114,102,101,105,100,115,98
COc1ccc(-c2cnc3nonc3n2)c(OC)c1,116,108,96,96,109,109,102,105
O=[N+]([O-])c1cc(C(F)(F)F)ccc1Sc1ccc(C(F)(F)F)cc1[N+](=O)[O-],64,132,56,86,78,83,45,92
CN1CCN(Cc2c[nH]c3ncnc(N4CCCCC4)c23)CC1,105,105,104,103,102,.,113,103
CN1CCN(c2ccnc(NCCCNc3nc(N4CCOCC4)nc(N4CCOCC4)n3)n2)CC1,.,104,109,103,93,108,119,104
CCCCCC(CCCCC)C(=O)O,119,110,98,113,96,117,106,118
CN1C(=O)C2(SCC(C(=O)NC(C)(C)C)N2C(=O)C2CCCCC2)c2ccccc21 (stereo not drawn),101,99,105,100,93,98,99,94
COc1cc(-c2nc3ccc([N+](=O)[O-])cc3[nH]2)ccc1OCC(=O)N=Nc1c(O)[nH]c2ccc(Cl)cc12,105,100,105,99,93,101,102,.
O=C(c1ccccc1O)N1CCCC1,115,99,96,99,103,101,109,110
O=C(O)CSC(=S)SCC(=O)O,105,97,114,115,97,96,101,107
COc1cccc2c1Cc1ccccc1-2,106,107,115,112,115,99,99,112
CCCCCCCCCCCN,109,95,99,101,108,102,105,108
CCOC(=O)C1CN(Cc2ccccc2)C(=O)C1=O (stereo not drawn),110,95,107,107,109,109,92,105

# One compound at a time, as listed above:
# `COc1ccc(C2C=C(C(=O)O)Nc3nc(SC)n(C)c(=O)c32)cc1` (stereo not drawn) in the list: DU-145: 135; OVCAR-5: 96; SK-OV-3: 112; OVCAR-8: .; IGROV1: 106; NCI/ADR-RES: 98; OVCAR-4: 99; OVCAR-3: 114
# `O=C(O)CSC(=S)SCC(=O)O` in the list: DU-145: 105; OVCAR-5: 97; SK-OV-3: 114; OVCAR-8: 115; IGROV1: 97; NCI/ADR-RES: 96; OVCAR-4: 101; OVCAR-3: 107

# Following part:
SMILES,DU-145,OVCAR-5,SK-OV-3,OVCAR-8,IGROV1,NCI/ADR-RES,OVCAR-4,OVCAR-3
C=CCOC(=O)C1=C(C)N(CC)C(=O)NC1c1c(Cl)n(C)c2ccccc12 (stereo not drawn),106,90,102,98,99,94,103,108
O=C(Cn1cc(CN2C(=O)c3ccc([N+](=O)[O-])cc3C2=O)nn1)Nc1c(Cl)cc(Cl)cc1Cl,103,100,88,104,102,102,108,.
Fc1ccccc1[C@@H]1Nc2c(ccc3cccnc23)[C@@H]2C=CC[C@@H]21,111,113,89,103,88,104,106,111
COc1cccc(-c2cc(-c3ccc(NS(=O)(=O)c4ccc(C)cc4)cc3)[nH]c(=O)c2C#N)c1,95,104,97,90,85,98,89,70
O=C1CCC(=O)N1,112,94,108,100,110,105,107,108
O=C(S)CN1C(=O)c2ccccc2C1=O,106,103,105,103,119,105,114,106
COC1=C[C@@]23CCC(=O)N2CCc2cc4c(cc2[C@H]3[C@H]1OC(=O)C(C)(C)O)OCO4,108,101,120,109,103,97,99,106
O=C(Nc1cnc(C(F)(F)F)cn1)c1cc(Cl)ccc1O,25,28,-5.6*,4.9*,24,8.3*,14,16
O=C1CC(n2c(O)c(C=Nc3ccc(Cl)cc3)sc2=S)C(=O)N1c1ccc(Cl)cc1 (stereo not drawn),106,107,111,104,89,102,102,110
N/C(=N\O)c1cn(C2OC(CO)C(O)C2O)c2ncnc(N)c12 (stereo not drawn),0.1*,24,-30*,-14*,-14*,4.8*,-22*,-18*
CCOC(=O)C1=C(N)N(c2ccccc2)C2=C(C(=O)CC(C)(C)C2)C1c1ccc(OC)cc1 (stereo not drawn),116,99,98,98,104,96,99,117
COc1ccc(/C=C2\COc3ccc(-c4ccccc4)cc3C2=O)cc1O,-2.3*,54,58,13,7.0*,23,81,2.7*
Oc1c(CN2CCC(N3CCCCC3)CC2)cc(Cc2cc(CN3CCC(N4CCCCC4)CC3)c(O)c3ncccc23)c2cccnc12,37,42,20,30,23,48,21,11
CN1CCN(Cc2ccc(NC(=O)c3cncc(C#Cc4cncc5[nH]ncc45)c3)cc2C(F)(F)F)CC1,20,4.4*,8.5*,18,-44*,57,10,16
CN(C)c1ccc(C(=O)/C=C/c2ccc([N+](=O)[O-])cc2)cc1,108,120,108,99,96,101,.,106
OC[C@H]1COC[C@@H](CI)O1,106,103,104,99,107,106,97,109
CCCCN(CCCC)C1N=C(C)Nc2c1sc(=S)n2-c1ccc(OC)cc1OC (stereo not drawn),114,89,66,85,97,96,88,103
O=C1C(=O)c2c(nc3n[nH]c(-c4ccc(Cl)cc4)c3c2-c2ccccc2)-c2ccccc21,109,93,95,86,77,85,88,88
CCCCC(S(C)(=O)=O)S(C)(=O)=O,107,97,107,97,.,105,100,115
CC(=O)[C@H]1CC[C@H]2[C@@H]3C[C@@H](O)C4=CC(=O)CC[C@]4(C)[C@H]3C(=O)C[C@]12C,124,120,101,.,91,108,111,117
O=C1S/C(=C\c2ccccn2)C(=O)N1Cc1cc2ccccc2nc1Cl,113,115,120,113,115,106,104,114
COc1ccc(Nc2ncnc3onc(-c4ccccc4)c23)cc1OC,111,85,.,100,88,96,87,110

# Source: PubChem
